# Source: PubChem (Sanford-Burnham Center for Chemical Genomics)
# 697 NFkB inh = lowers PMA/ionomycin-induced NF-kB signal in 697 B cells. 697 B-cell NF-kB luciferase reporter, 16 h. inhibition, % at 4 µM. actives 0.33% (n = 330,000). AID 435022; in the data active = inhibition above about 35%
# CHOP UPR activ = activators of apoptotic arm of unfolded protein response (CHOP); activation, % at 10 µM; AID 449763; CHO-CHOP luciferase reporter, UPR activation, luminescence; percent of tunicamycin response over DMSO baseline; actives 0.34% (n = 330,000);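 active = at 10 µM dose, activation of 40% or more, normalized to positive control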;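 note: 100% = tunicamycin at 10 µg/mL and 0% = DMSO alone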
#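 Test system: CHO CHOP reporter cells. Input: 500 CHO-CHOP cells per well. Medium: F12 with 10% FBS. Technique: luciferase luminescence. Measure: percent activation relative to tunicamycin control. Dosing: 10 µM compound, 0.5% DMSO. Timing: 16-18 h cell attachment, then 6 h compound exposure, 37 °C.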
# UPR XBP1 act = activators of adaptive arm of unfolded protein response (XBP1). actives 0.33% (n = 330,000). CHO-XBP1 luciferase reporter, IRE1-XBP1 UPR activation, luminescence; percent of tunicamycin response, DMSO as zero. AID 463104. activation, % at 20 µM;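 active = versus positive control, 20 µM dose yields 30% or more activation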;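 note: 100% = tunicamycin at 10 µg/mL and 0% = DMSO only wells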
#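 Test system: CHO-XBP1 luciferase reporter cells | Buffer or medium: Serum-containing F12 medium, 10% FBS | Schedule: 6 h compound exposure at 37 °C, 5% CO2 | Detection: Steady-Glo luciferase glow luminescence, 10 min after reagent addition | Read-out basis: Activation, % of tunicamycin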
# tim10-1 inh = growth inhibitors of tim10-1 mutant yeast | AID 463190 | S. cerevisiae tim10-1 ts strain growth, BacTiter-Glo, 24 h | inhibition, % at 20 µM | actives 2.2% (n = 330,000);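 active = inhibition of at least 40%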;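 note: mutant grown at 25 °C; 0% = DMSO wells with yeast and 100% = wells holding no yeast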
# tim23-1 inh = tim23-1 yeast growth inhibition; S. cerevisiae tim23-1 growth, BacTiter-Glo luminescence, 24 h; actives 1.3% (n = 330,000); inhibition, % at 20 µM;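 active = growth inhibition of the mutant yeast at or above 50%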;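 note: temperature-sensitive mutant grown at 25 °C; plate controls were DMSO-treated mutant yeast for no effect and medium wells lacking yeast for full effect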
# Jurkat NFkB inh = lowers PMA/ionomycin-induced NF-kB signal in Jurkat cells; actives 0.53% (n = 330,000); PMA/ionomycin-induced NF-kB luciferase reporter, luminescence; inhibition, % at 4 µM; AID 435003; in the data active = inhibition above about 50%
# Mdm2-MdmX inh = disrupts the human Mdm2-MdmX interaction; SaOS-2 split-luciferase Mdm2/MdmX complementation, luminescence; AID 485346; inhibition, % at 8 µM; O15151+Q00987; actives 3% (n = 330,000);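 active = inhibition of at least 50% at 8 µM in the primary screen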
# Target sequence (O15151 whole entry, looked up): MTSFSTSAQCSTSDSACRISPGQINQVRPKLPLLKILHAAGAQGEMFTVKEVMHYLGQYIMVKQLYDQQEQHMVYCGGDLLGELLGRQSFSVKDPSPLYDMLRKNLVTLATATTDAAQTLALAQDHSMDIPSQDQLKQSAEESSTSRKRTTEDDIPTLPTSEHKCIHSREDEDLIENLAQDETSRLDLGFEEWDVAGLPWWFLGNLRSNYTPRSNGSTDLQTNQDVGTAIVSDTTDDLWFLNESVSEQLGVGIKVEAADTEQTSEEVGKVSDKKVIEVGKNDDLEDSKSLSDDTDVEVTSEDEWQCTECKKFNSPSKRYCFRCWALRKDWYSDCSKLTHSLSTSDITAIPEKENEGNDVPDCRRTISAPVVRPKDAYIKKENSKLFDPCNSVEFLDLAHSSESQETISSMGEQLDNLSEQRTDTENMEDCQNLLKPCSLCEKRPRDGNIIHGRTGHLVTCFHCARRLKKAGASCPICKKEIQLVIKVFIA
# Target sequence (Q00987 whole entry, looked up): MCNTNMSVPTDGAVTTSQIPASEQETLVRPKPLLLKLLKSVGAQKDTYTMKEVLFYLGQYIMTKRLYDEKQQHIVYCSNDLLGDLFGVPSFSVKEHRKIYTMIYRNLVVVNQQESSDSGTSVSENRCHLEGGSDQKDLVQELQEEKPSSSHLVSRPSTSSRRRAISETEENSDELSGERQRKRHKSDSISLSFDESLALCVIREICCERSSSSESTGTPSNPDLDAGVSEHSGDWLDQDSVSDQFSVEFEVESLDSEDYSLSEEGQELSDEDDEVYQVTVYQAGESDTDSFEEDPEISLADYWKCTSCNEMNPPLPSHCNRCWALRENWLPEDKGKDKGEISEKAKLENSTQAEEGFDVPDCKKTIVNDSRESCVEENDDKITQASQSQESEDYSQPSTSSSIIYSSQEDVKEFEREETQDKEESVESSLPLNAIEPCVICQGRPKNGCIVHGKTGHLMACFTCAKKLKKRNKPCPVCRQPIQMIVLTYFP
# TIM10 inh = inhibits growth of TIM10 yeast strain. actives 1.4% (n = 330,000). S. cerevisiae TIM10 strain growth, BacTiter-Glo luminescence, 24 h. inhibition, % at 10 µM;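 active = inhibition of 40% or more at the single tested concentration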;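 note: wild-type TIM10 isogenic control strain grown at permissive 25 °C; 0% = DMSO yeast wells and 100% = minimal medium wells without yeast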
# Numbers without * were called inactive.
1	COc1ccc(S(=O)(=O)n2cnc(C)c2)cc1
2	c1csc(Cc2nn3c(-c4ccncc4)nnc3s2)c1
3	Nc1ncc(Br)cc1S(=O)(=O)NCCC(=O)Nc1cccc(Cl)c1
4	CN(C)C(CNC(=O)c1cc(S(=O)(=O)N(C)c2ccccc2)ccc1Cl)c1cccs1 (stereo unspecified)
5	CS(=O)(=O)N1CCC(C(=O)NCc2ccc3c(c2)OCO3)CC1
6	Cc1ccccc1NC(=O)Cc1nc(COC(=O)c2cccnc2Cl)cs1
7	O=C(Nc1ccc(S(=O)(=O)NCC2CCCO2)cc1)c1ccccc1 (stereo unspecified)
8	Cc1cc2ccccc2c(=O)n1CC(=O)NCC(=O)N1CCCC1

screen / no.	1	2	3	4	5	6	7	8
697 NFkB inh	-16	-6	-4	14	14	-6	-23	6
CHOP UPR activ	-1.1	-1.1	0.3	-1.1	-1.8	-1.3	-0.4	-1.8
UPR XBP1 act	-2	1	-4	1	3	0	-2	-1
tim10-1 inh	-17	26	-3	18	2	14	16	6
tim23-1 inh	3	25	-3	8	3	30	8	3
Jurkat NFkB inh	-8	2	-15	0	7	-4	9	-20
Mdm2-MdmX inh	-3	28	17	3	16	-24	-4	-2
TIM10 inh	-7	0	19	6	8	13	-2	0

9	COc1ccc(C(=O)N2CCN(S(=O)(=O)c3ccc(F)cc3)CC2)cc1OC
10	CC(C)(C)N(Cc1ccccc1)C(=O)c1ccc(Br)o1
11	CCOC(=O)C1CCN(CC(O)COCc2ccc3c(c2)OCO3)CC1 (stereo unspecified)
12	COc1cc(OC)c2ccc(=O)oc2c1C(CCN1CCCC1)c1ccc2c(c1)OCO2 (stereo unspecified)
13	Cc1ccc2oc(=O)c3cc(C(=O)N4CCN(C(=O)c5ccco5)CC4)sc3c2c1
14	CC(CNC(=O)CCS(=O)(=O)c1cc2c(cc1Cl)NC(=O)CO2)c1ccccc1 (stereo unspecified)
15	Cc1cc(C)cc(N(CC(=O)N2CCC(C)CC2)S(C)(=O)=O)c1
16	O=C(CNC(=O)C12CC3CC(CC(C3)C1)C2)N1CCN(S(=O)(=O)c2cccs2)CC1

screen / no.	9	10	11	12	13	14	15	16
697 NFkB inh	11	-19	5	9	3	5	-21	-8
CHOP UPR activ	-0.6	0.7	-0.5	-1.8	1.0	-3.0	-0.7	-1.9
UPR XBP1 act	-2	1	2	-2	-1	0	-1	-1
tim10-1 inh	17	27	4	16	26	3	21	15
tim23-1 inh	12	-19	-8	-8	21	-9	-1	8
Jurkat NFkB inh	2	-5	6	-16	-2	-6	-3	-3
Mdm2-MdmX inh	-27	-23	28	-7	11	16	-24	-7
TIM10 inh	15	-4	9	-3	18	7	-16	15

# Sorted by number of heavy atoms (lowest first): part of the list above
15	Cc1cc(C)cc(N(CC(=O)N2CCC(C)CC2)S(C)(=O)=O)c1
8	Cc1cc2ccccc2c(=O)n1CC(=O)NCC(=O)N1CCCC1
14	CC(CNC(=O)CCS(=O)(=O)c1cc2c(cc1Cl)NC(=O)CO2)c1ccccc1 (stereo unspecified)
13	Cc1ccc2oc(=O)c3cc(C(=O)N4CCN(C(=O)c5ccco5)CC4)sc3c2c1

screen / no.	15	8	14	13
697 NFkB inh	-21	6	5	3
CHOP UPR activ	-0.7	-1.8	-3.0	1.0
UPR XBP1 act	-1	-1	0	-1
tim10-1 inh	21	6	3	26
tim23-1 inh	-1	3	-9	21
Jurkat NFkB inh	-3	-20	-6	-2
Mdm2-MdmX inh	-24	-2	16	11
TIM10 inh	-16	0	7	18

# Additional results:
17	CC(=O)N1c2ccc(S(=O)(=O)NCCC(=O)Nc3ccc(C)c(F)c3)cc2CC1C (stereo unspecified)
18	O=C(N/N=C/C=C/c1ccco1)c1ccccc1Cl
19	Nc1nc(Nc2ccccc2)nc(NCCO)c1[N+](=O)[O-]
20	CN(CC(=O)NCCCN1CCOCC1)S(=O)(=O)c1ccc(Br)cc1
21	O=C1NN(c2ccccc2)C(=O)/C1=C/c1ccc(-c2cccc(C(=O)O)c2)o1
22	O=C(CNC(=O)c1ccc(Cl)cc1Cl)OCCCn1c(=O)[nH]c2ccccc21
23	Nc1nc(N2CCN(C(c3ccccc3)c3ccccc3)CC2)n[nH]1
24	CCN(CC)S(=O)(=O)c1ccc(N2CCOCC2)c(NC(=O)c2ccc(C#N)cc2)c1

screen / no.	17	18	19	20	21	22	23	24
697 NFkB inh	1	-6	-53	-1	-14	-11	13	6
CHOP UPR activ	1.8	1.0	0.3	-2.6	0.4	0.9	0.6	-1.5
UPR XBP1 act	-4	6	6	0	-1	-1	-2	-2
tim10-1 inh	16	4	17	-2	-37	9	8	-9
tim23-1 inh	5	14	21	2	2	25	14	17
Jurkat NFkB inh	9	6	-2	2	1	2	8	-5
Mdm2-MdmX inh	15	12	-13	-7	-16	0	16	-22
TIM10 inh	-11	13	23	-3	4	12	15	-1

25	O=C(Nc1nc2c(s1)CCCC2)c1cc(-c2ccncc2)nc2ccccc12
26	COc1ccc(NC(=O)Cn2c([N+](=O)[O-])cnc2C)cc1Cl
27	COc1ccc(OC)c(NC(=S)NCCC(c2ccccc2)c2ccccc2)c1
28	Cc1nc2ccccc2c(=O)n1CCCn1ccnc1
29	O=C(CSc1c(F)c(F)cc(F)c1F)Nc1ccc(C2SCCS2)cc1
30	CCOC(=O)c1[nH]c(C)c(C(=O)NCc2cccnc2)c1C
31	O=C1C(Cc2ccc3[nH]ccc3c2)NC(=S)N1c1ccccc1 (stereo unspecified)
32	O=C(O)c1cccnc1Sc1ccc(Br)cc1

screen / no.	25	26	27	28	29	30	31	32
697 NFkB inh	-25	14	-30	-4	7	12	11	16
CHOP UPR activ	8.0	-0.7	-0.3	0.2	-0.5	-3.1	-1.0	-1.2
UPR XBP1 act	2	-4	-4	-2	-2	-1	-2	-5
tim10-1 inh	18	-13	30	3	18	10	1	11
tim23-1 inh	12	6	11	-18	14	8	10	21
Jurkat NFkB inh	-11	-14	4	-4	-19	3	6	10
Mdm2-MdmX inh	40	24	43	19	23	-49	10	-7
TIM10 inh	-13	3	46*	11	12	1	8	16

33	COC(=O)c1ccc(-c2noc(CN3CCCCC3c3nccn3C)n2)cc1 (stereo unspecified)
34	O=C(COC(=O)CC1CCCC1)Nc1cccc(F)c1
35	COc1ccc(C2=CSC3=NCCN23)cc1
36	COc1c(-c2ccc(O)cc2)oc2cc(O)cc(O)c2c1=O
37	N#C/C(=N/Nc1ccccc1[N+](=O)[O-])C(N)=S
38	CCN1C(N(C)C)=NC[C@@H]1Cc1ccccc1
39	COC(=O)C1=C(C)NC(=S)NC1/C=C/c1ccccc1 (stereo unspecified)
40	Cc1ccc(C(=O)O/N=C2\CC3CCC2(C)C3(C)C)cc1 (stereo unspecified)

screen / no.	33	34	35	36	37	38	39	40
697 NFkB inh	12	4	-12	22	-25	-9	12	8
CHOP UPR activ	-0.5	-0.2	0.9	-0.1	5.1	-1.3	-0.4	-0.2
UPR XBP1 act	-2	-2	0	4	1	4	-1	0
tim10-1 inh	24	0	-5	36	-11	6	9	67*
tim23-1 inh	2	35	-3	16	-15	8	16	66*
Jurkat NFkB inh	0	-4	-25	-18	-13	2	15	8
Mdm2-MdmX inh	6	-14	-19	32	6	0	10	-12
TIM10 inh	6	14	-20	10	-12	5	12	76*

# One compound at a time, from the list above. Order of values: 697 NFkB inh | CHOP UPR activ | UPR XBP1 act | tim10-1 inh | tim23-1 inh | Jurkat NFkB inh | Mdm2-MdmX inh | TIM10 inh
# COC(=O)c1ccc(-c2noc(CN3CCCCC3c3nccn3C)n2)cc1 (stereo unspecified) in the list: 12 | -0.5 | -2 | 24 | 2 | 0 | 6 | 6
# COC(=O)C1=C(C)NC(=S)NC1/C=C/c1ccccc1 (stereo unspecified) in the list: 12 | -0.4 | -1 | 9 | 16 | 15 | 10 | 12
# Cc1ccc(C(=O)O/N=C2\CC3CCC2(C)C3(C)C)cc1 (stereo unspecified) in the list: 8 | -0.2 | 0 | 67* | 66* | 8 | -12 | 76*
# N#C/C(=N/Nc1ccccc1[N+](=O)[O-])C(N)=S in the list: -25 | 5.1 | 1 | -11 | -15 | -13 | 6 | -12
# CCN1C(N(C)C)=NC[C@@H]1Cc1ccccc1 in the list: -9 | -1.3 | 4 | 6 | 8 | 2 | 0 | 5

# Carrying on.
41	CC(CCc1ccccc1)NS(=O)(=O)c1ccccc1Cl (stereo unspecified)
42	CCCCOc1ccc(C(=O)Nn2c(-c3cccs3)nc3ccccc3c2=O)cc1
43	CSC1=NCCN1S(=O)(=O)c1ccccc1
44	COc1ccc2[nH]c(C)c(CCNC(=S)Nc3cccc(C)c3C)c2c1
45	Cc1ccccc1NS(=O)(=O)c1nnc(NC(=O)c2ccccc2F)s1
46	CCOC(=O)c1nc(-c2ccc(OC)c(OC)c2)no1
47	CC(OC(=O)Cc1c(F)cccc1Cl)C(=O)NC1CCCCC1C (stereo unspecified)
48	O=C(COc1ccc(Cl)cc1Cl)NNC(=S)Nc1ccc(F)cc1

screen / no.	41	42	43	44	45	46	47	48
697 NFkB inh	3	-20	-19	11	8	-11	6	-36
CHOP UPR activ	-0.2	-0.5	-1.0	0.4	-0.9	0.0	-1.0	0.4
UPR XBP1 act	-3	2	3	-4	-2	-1	-4	1
tim10-1 inh	-4	5	10	6	7	12	-2	38
tim23-1 inh	24	3	15	6	9	6	22	41
Jurkat NFkB inh	-23	-6	-4	1	2	-1	-8	-15
Mdm2-MdmX inh	-37	5	0	26	15	6	-7	-21
TIM10 inh	-22	-1	1	13	4	-10	7	45*

49	C#CCOCCOCCOCCNc1nc(N2CCN(C(=O)Cn3cc(CCO)nn3)CC2)nc(N2CCN(C(=O)[C@H](C(C)C)n3cc(CCO)nn3)CC2)n1
50	N#Cc1cccc(C(=O)N(CCc2ccccc2)Cc2cccs2)c1
51	O=C(NC(=S)Nc1ccccc1Br)C1CCCC1
52	CCCCC/C=C/C1=CC(=O)C[C@H](c2ccc(OC)c(OC)c2)C1
53	CCOC(=O)c1ccccc1NC1CC(=O)N(c2ccccc2C)C1=O (stereo unspecified)
54	O=C(COC(=O)CCc1nc2ccccc2s1)Nc1ccc(Cl)cn1
55	COc1ncccc1C(=O)NC1CCCc2c1cnn2-c1cc(C)cc(C)c1 (stereo unspecified)
56	C=CCNC(=O)c1ccc(N(CC=C)S(C)(=O)=O)cc1

screen / no.	49	50	51	52	53	54	55	56
697 NFkB inh	15	7	-36	-11	11	-13	-13	4
CHOP UPR activ	1.1	2.4	3.7	-1.3	1.0	1.7	3.5	-1.8
UPR XBP1 act	0	3	2	1	1	2	3	-1
tim10-1 inh	-10	9	39	30	28	28	48*	10
tim23-1 inh	-13	25	48	36	30	0	21	12
Jurkat NFkB inh	-12	3	15	0	12	8	14	-2
Mdm2-MdmX inh	-2	27	7	6	2	-3	11	-3
TIM10 inh	-5	-13	39	30	23	8	21	3

57	Cc1ccc(/C=C/C(=O)O)cc1S(=O)(=O)NCCO
58	O=C(Oc1ccc(-c2csnn2)cc1)c1cccs1
59	Nc1nonc1NC(=O)CSc1ncccc1C(=O)O
60	Brc1cc2c(cc1Br)OCCOCCOCCO2

screen / no.	57	58	59	60
697 NFkB inh	13	-26	6	2
CHOP UPR activ	-0.3	-0.5	-1.0	-0.6
UPR XBP1 act	-3	3	1	-1
tim10-1 inh	-15	-4	-4	-7
tim23-1 inh	-3	-10	4	20
Jurkat NFkB inh	-3	-11	0	-6
Mdm2-MdmX inh	19	-3	15	-20
TIM10 inh	-7	-7	3	-11
